# Bioassay records: PubChem BioAssay, several laboratories
# TRPML3 ag = agonists of human TRPML3 channel | Q8TDD5 | HEK293 TRPML3-YFP, Fluo-8 calcium fluorescence; 100% = the carbachol control signal | activation, % at 3 µM | 220,000 compounds, 0.29% hits | AID 1448;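 active = activation above its plate's cutoff, the mean activation of the plate's test wells plus 3 SD, cut at about 12% in these data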;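 note: 0% = DMSO only wells and 100% = carbachol wells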
# Target sequence (Q8TDD5 whole entry, looked up): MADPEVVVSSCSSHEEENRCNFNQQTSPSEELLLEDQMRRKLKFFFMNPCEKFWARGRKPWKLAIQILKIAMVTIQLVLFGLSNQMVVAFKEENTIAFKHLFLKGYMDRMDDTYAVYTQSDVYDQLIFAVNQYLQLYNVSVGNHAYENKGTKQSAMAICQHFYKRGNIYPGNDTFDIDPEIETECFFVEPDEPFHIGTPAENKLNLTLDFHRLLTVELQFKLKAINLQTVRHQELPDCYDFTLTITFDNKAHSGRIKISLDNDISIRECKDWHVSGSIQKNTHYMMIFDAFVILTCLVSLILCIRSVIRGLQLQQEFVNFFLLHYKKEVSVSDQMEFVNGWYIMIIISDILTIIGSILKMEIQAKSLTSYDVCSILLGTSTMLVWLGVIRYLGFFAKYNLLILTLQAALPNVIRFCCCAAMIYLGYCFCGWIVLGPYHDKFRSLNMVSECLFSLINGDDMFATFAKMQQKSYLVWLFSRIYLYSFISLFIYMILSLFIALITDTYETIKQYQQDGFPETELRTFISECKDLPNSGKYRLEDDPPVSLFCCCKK
#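 Test system – HEK293 line with stable expression of human TRPML3-YFP channel · Control set – carbachol 87 µM final as high control (100%), DMSO as low control (0%) · Signal – Fluo-8 calcium dye fluorescence, ex 470-495, em 515-575 nm · Incubation – 1-h 37 °C dye load, 5-s basal, 120-s post-compound reads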
# TRPN1 ag = zebrafish TRPN1 (NompC) channel agonism; HEK293 zebrafish TRPN1-YFP, Fluo-8 calcium fluorescence; 100% = response to 87 µM carbachol; activation, % at 3 µM; 220,000 compounds, 0.18% hits; AID 1424;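 active = activation above its plate's cutoff, the mean activation of test wells on that plate plus 3 SD, cut at about 19% in these data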;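 note: 0% = DMSO alone and 100% = 87 µM carbachol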
#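 Control set: carbachol 87 µM as high control, DMSO as low control; system: HEK293 stable line with zebrafish TRPN1-YFP; read-out: % activation versus carbachol response; detection: intracellular calcium fluorescence with Fluo-8; doses: single test compound dose, 3 µM nominal, 0.3% DMSO; schedule: dye 1 h 37 °C plus 30 min RT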
# CHOP inh = blocks CHOP induction under ER stress | CHO-K1 CHOP-promoter luciferase, tunicamycin-induced, 15-18 h | inhibition, % at 10 µM | 220,000 compounds, 3.8% hits | AID 2732;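 active = compounds that reduced the stress-induced luciferase reporter signal by more than about 70% of percent inhibition, limit read from the data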;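 note: 0% = tunicamycin plus vehicle and 100% = wells without tunicamycin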
# TNF necrop inh = inhibitors of TNF-alpha induced necroptosis in Jurkat FADD-/- cells; Jurkat FADD-/- TNF necroptosis rescue, ATP luminescence, 24 h; 0 = TNF only, 100 = no-TNF cells; activation (protection from cell death), % at 10 µM; 220,000 compounds, 0.068% hits; AID 463075;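 active = activation, meaning protection from cell death, of at least 50% relative to plate controls; inactive = activation below 50%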;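 note: necroptosis triggered by 40 ng/mL TNF-alpha added together with compound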
# NCF1 inh = blocks human p47phox regulatory protein of NADPH oxidases; p47phox/p22phox peptide binding, fluorescence polarization, 2 h; 220,000 compounds, 0.53% hits; inhibition, % at 24.7 µM;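 active = inhibition above about 30%, limit read from the data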;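 note: 0% = p47phox with labelled peptide and 100% = labelled peptide alone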
# Runt-SMMHC FRET = Runt domain-CBFb-SMMHC interaction inhibition; Q01196+Q13951; Cerulean-Runt/Venus-CBFb-SMMHC FRET ratio 530/480, 1 h; inhibition, % at 20 µM; 220,000 compounds, 0.74% hits; AID 1434;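 active = mean inhibition across duplicate retests at 20 µM reaching about 50%, limit read from the data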;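 note: 0% = DMSO wells and 100% = wells with excess untagged CBFb-SMMHC; inhibitors lower the FRET ratio by blocking Runt binding to CBFb-SMMHC; some results filed as inactive read as strong as hits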
# Mdm2 ligase inh = blocks human Mdm2 ubiquitin ligase activity; Q00987; cell-based MDM2 ubiquitination luciferase reporter, 2 h; 0 = plate control, 100 = twice control, blank-subtracted; signal enhancement, % at 5 µM; 210,000 compounds, 0.11% hits;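 active = signal enhancement of 30% or more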;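 note: luminescence tracks abundance of the self-degrading MDM2-luciferase fusion protein; higher signal means inhibition of MDM2 E3 ligase activity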
# Target sequence (Q00987 whole entry, looked up, the tested form may be a part): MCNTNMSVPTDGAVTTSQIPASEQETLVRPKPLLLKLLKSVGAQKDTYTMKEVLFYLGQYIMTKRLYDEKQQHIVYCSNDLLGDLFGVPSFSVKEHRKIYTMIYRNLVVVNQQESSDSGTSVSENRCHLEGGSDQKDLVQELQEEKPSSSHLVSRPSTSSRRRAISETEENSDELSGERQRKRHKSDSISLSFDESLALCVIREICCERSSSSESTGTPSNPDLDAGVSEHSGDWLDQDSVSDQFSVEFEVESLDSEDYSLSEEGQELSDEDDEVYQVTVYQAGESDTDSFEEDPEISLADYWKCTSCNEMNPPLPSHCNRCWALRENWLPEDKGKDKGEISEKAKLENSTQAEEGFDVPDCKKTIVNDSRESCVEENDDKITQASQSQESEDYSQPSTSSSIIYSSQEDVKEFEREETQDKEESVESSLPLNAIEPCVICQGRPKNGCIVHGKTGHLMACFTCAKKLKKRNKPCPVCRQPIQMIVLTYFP
#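 test system = mammalian cells stably expressing self-ubiquitinating, self-degrading MDM2 E3–luciferase fusion | quantity = 2000 cells/well | incubation = cell settling 4 h, compound treatment 2 h, both 37 °C | signal = luminescence with SteadyLite reagent, 15 min at room temperature | evaluation = % enhancement relative to plate controls after blank subtraction | benchmarks = plate controls and plate blanks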
# PPC-1+TRAIL kill = compounds killing PPC-1 cancer cells with TRAIL present (potentiator screen, no TRAIL-free arm) | PPC-1 cells + TRAIL, ATPLite viability luminescence | cell killing (% activity), % at 4 µM | AID 1443 | 220,000 compounds, 0.41% hits;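 active = cell killing above 50% in the first pass at 4 µM, then a duplicate retest at 5 µM averaging 50% or more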;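 note: plate controls were cells with TRAIL plus DMSO for no effect and medium-only wells lacking cells for full effect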
# EBV gp42 inh = inhibitors of Epstein-Barr virus glycoprotein 42; Q1HVG2; Fluorescence polarization binding assay, mP read-out; inhibition, % (tested at 21.74 µM); 220,000 compounds, 0.42% hits; in the data active = inhibition above about 50%
# The depositor's hits bear a star; nt = not tested or not shown; [ ] = another dose, or the depositor's remark.
SMILES,TRPML3 ag,TRPN1 ag,CHOP inh,TNF necrop inh,NCF1 inh,Runt-SMMHC FRET,Mdm2 ligase inh,PPC-1+TRAIL kill,EBV gp42 inh
O=C(Oc1ccc(Cl)cc1)c1ccc(N2CCOCC2)c([N+](=O)[O-])c1,1.2,1.6,28,2.0,-14,-2,-1,13,-18
Fc1ccccc1Nc1n[nH]c(=S)s1,0.5,-0.4,-7,-2.1,2,33,0,19,-24
Clc1cccc(-c2cc3nc4c(c(NCc5ccco5)n3n2)CCCC4)c1,-0.3,-0.3,11,-3.5,-16,2,-24,28,-4
Cc1ccc(NC(=S)NCCC2=CCCCC2)cc1,-0.3,-1.9,-19,-8.4,-6,0,-8,-6,3
Cc1ccccc1NC(=S)N(CCc1c(C)[nH]c2ccc(F)cc12)Cc1cccnc1,0.9,0.9,3,1.9,-5,2,-6,-24,1
Cc1cc(Cl)ccc1NC(=O)CSc1nnc(Cc2cccs2)n1Cc1ccco1,-0.1,-1.9,23,0.5,-36,23,-35,2,6
COc1ccc(/C(N)=N/OC(=O)CSc2ccccc2)cc1OC,-0.5,-1.7,7,1.9,-2,-5,-18,10,-5
Cc1ccc(NC(=O)c2ccccc2OCC(=O)c2ccc(F)cc2)cc1,0.8,-0.3,46,1.8,2,0,-4,15,-3
C=C(C)C1CC=C(C)/C(=N/NC(=O)c2ccccc2[N+](=O)[O-])C1 (centres undefined),0.6,0.7,1,0.2,4,3,-2,5,-6
O=C(COc1ccc(NC(=O)c2ccccc2[N+](=O)[O-])cc1)c1ccc(F)cc1,0.7,2.1,-13,0.8,4,3,6,7,4
Cc1ccc2c(COC(=O)CNC(=O)c3ccccc3)cc(=O)oc2c1,-0.2,1.0,-42,-0.3,-9,2,10,-6,-22
CCOC(=O)C1=C(c2ccccc2)NC(=O)NC1c1cc(Br)c(O)c(OC)c1 (centres undefined),-0.6,-1.7,21,-3.3,-4,25,-6,4,0
C/C(Cn1nnc2ccccc21)=N\NC(=O)c1ccc(Br)cc1,0.7,1.6,5,0.7,-7,2,-7,4,2
COc1cc(C(=O)Nc2ccccc2N2CCN(S(C)(=O)=O)CC2)cc(OC)c1OC,0.0,-1.1,14,-1.8,-9,-3,-11,17,0
Cc1ccc(-c2csc3ncn(-n4c(C)ccc4C)c(=O)c23)o1,0.8,-1.1,79*,-3.6,-7,8,-18,1,4
COc1ccc(Cn2nnnc2CN(Cc2cc3ccc(C)cc3[nH]c2=O)C2CCCC2)cc1,1.0,-0.2,41,-4.7,-7,-1,-19,17,-1
O=C(CCN1C(=O)/C(=C\c2ccccc2)SC1=S)NNC(=O)c1ccncc1,0.3,1.4,13,5.2,-12,-2,-8,6,-19
Cc1ccccc1C(=O)Nc1cccc(-c2ccc3nncn3n2)c1,0.3,0.6,19,0.1,-3,-5,27,5,3
Cc1ccc(-n2c(SCc3nc4ccccc4[nH]3)nnc2-c2ccncc2)cc1,0.8,1.2,6,3.6,-17,5,nt,15,-25
Cc1ccc(C)c(OCC(=O)Nc2nc3ccc([N+](=O)[O-])cc3s2)c1C,0.4,0.0,80*,-5.6,-11,1,8,21,-7
Cc1nnc(SCCn2c(Br)nc3c2c(=O)n(C)c(=O)n3C)s1,0.1,2.0,-11,-0.4,-6,8,3,-2,-59
COc1ccc(C2C(C(N)=O)=C(C)Nc3nc(-c4ccccc4)nn32)cc1OC (centres undefined),0.0,-1.2,19,1.1,-13,2,-27,-23,-2
Oc1ccc2nc(Cc3ccccc3)[nH]c2c1,0.7,1.9,19,-1.1,-19,3,8,20,-14
COc1ccc(-c2c[n+](CC(=O)N3c4ccccc4Sc4ccccc43)c3n2CCC3)cc1,0.0,0.5,3,-0.6,-1,3,-7,7,-6
CN(c1ccc(C(=O)NCC2CCCO2)cc1)S(C)(=O)=O (centres undefined),0.3,3.3,-2,-1.1,2,5,-49,-19,-14
O=C(CSc1ncn[nH]1)Nc1ccc(Br)cc1F,0.2,0.2,4,0.9,-15,-5,-16,-5,-17
Cc1ccccc1-n1c(SCc2c(C)noc2C)nnc1-c1c[nH]c2ccccc12,0.6,-1.0,11,-7.6,-14,2,-25,13,5
Cc1nc2cc(NC(=O)N3c4ccccc4CC3C)ccc2n1C (centres undefined),0.4,0.2,17,1.6,-7,-2,-39,68*[5 µM],-1
COc1ccc(/C=C/S(=O)(=O)NCc2ccccc2)cc1OC,0.2,-0.7,8,-0.6,-4,4,4,-10,-10
Cc1cc(NC(=O)CSc2nnnn2-c2ccc(C)c(C)c2)no1,-0.7,-3.0,13,0.8,-13,-4,-9,0,0
CCOC(=O)C(Cc1ccccc1)NC(=O)CNC(=O)CNC(=O)OCc1ccccc1 (centres undefined),-0.2,0.2,24,-2.2,-11,-1,-2,10,-1
COc1ccc(CCNC(=O)c2ccc(CNS(=O)(=O)c3ccccc3)cc2)cc1OC,0.0,3.4,19,4.2,0,-2,-17,23,-5
CCOc1ccc(CC(=O)NNC(=S)Nc2ccc(OC)c(OC)c2)cc1,0.6,-1.5,-9,0.3,-26,0,-6,-17,-6
CCN(CC)CCNC(=O)CS(=O)Cc1nc(-c2ccccc2Cl)oc1C (centres undefined),-0.1,0.2,2,0.0,-1,0,-11,10,-8
COc1cccc(C2=NOC(C(=O)N3CCOCC3)C2)c1 (centres undefined),0.7,1.4,-14,1.6,-5,-2,-6,15,-7
Cn1c(=O)c2c(nc(CN3CCN(c4ccc(F)cc4)CC3)n2CCN2CCOCC2)n(C)c1=O,0.9,0.4,-25,-2.7,-3,0,0,-22,-6
COC(=O)CSC(=S)N1C(C)CCCC1C (centres undefined),1.2,-0.2,17,0.3,3,-1,0,-16,6
Cc1ccc(NC(=O)CSc2nnc(Cn3c(=O)sc4ccccc43)n2C)cc1Cl,0.0,-2.6,14,1.9,-7,-6,-5,19,-1
Cc1cc(Nc2ccc(F)cc2C)n2nc(C)nc2n1,-0.1,0.4,18,-1.5,0,1,-15,42,-17
CNC(=S)NNC(=O)c1sccc1OCc1ccccc1,1.1,1.4,-11,0.5,-4,0,3,-18,-7

# Record cards, as listed above:
# Cc1cc(NC(=O)CSc2nnnn2-c2ccc(C)c(C)c2)no1 in the list: TRPML3 ag = -0.7; TRPN1 ag = -3.0; CHOP inh = 13; TNF necrop inh = 0.8; NCF1 inh = -13; Runt-SMMHC FRET = -4; Mdm2 ligase inh = -9; PPC-1+TRAIL kill = 0; EBV gp42 inh = 0
# COc1cccc(C2=NOC(C(=O)N3CCOCC3)C2)c1 (centres undefined) in the list: TRPML3 ag = 0.7; TRPN1 ag = 1.4; CHOP inh = -14; TNF necrop inh = 1.6; NCF1 inh = -5; Runt-SMMHC FRET = -2; Mdm2 ligase inh = -6; PPC-1+TRAIL kill = 15; EBV gp42 inh = -7

# Remaining list, next part
SMILES,TRPML3 ag,TRPN1 ag,CHOP inh,TNF necrop inh,NCF1 inh,Runt-SMMHC FRET,Mdm2 ligase inh,PPC-1+TRAIL kill,EBV gp42 inh
NC(=O)/C(=N\OC(=O)c1ccco1)c1nc(-c2ccc(Br)cc2)cs1,-1.2,-2.9,60,0.0,-14,-3,-7,-12,-13
Cc1ccc2c(Cl)cc(Cl)c(OCC(=O)Nc3cc(C)on3)c2n1,0.6,1.8,15,-1.2,5,-4,-11,9,8
COc1ccc(CNC(=O)c2cnc3scc(C)n3c2=O)cc1,0.1,0.6,13,-1.0,-5,-2,2,11,-6
Cc1ccc(C)c(N2CCN(CCCNC(=O)Cn3cccc3C(=O)c3ccccc3)CC2)c1,-0.4,0.5,33,-0.2,4,1,4,12,-8
CCc1nc2ccccc2n1CC(=O)Nc1cc(C)on1,1.3,0.7,10,-0.4,-11,-1,3,16,-6
CC(=O)COC(=O)C1CC(=O)N(c2ccc(C)c(C)c2)C1 (centres undefined),0.0,1.7,-18,-0.8,-9,0,-10,8,-12
Cc1ccc(C(=O)NNC(=O)c2cccnc2SCc2cccc([N+](=O)[O-])c2)cc1,0.0,-0.7,9,1.2,-3,-6,-11,8,2
CCN1C(=O)/C(=C\N2CCN(c3ccccc3)CC2)SC1=S,0.8,0.5,23,2.7,-10,-2,-15,18,-11
CCCN1CN(Cc2ccccc2)CNC1=S,0.2,-0.2,12,0.9,-16,-6,13,2,-18
C(#CCN1CCOCC1)COCCCOC(c1ccccc1)c1ccccc1,-1.3,-3.8,25,-0.3,0,-1,-10,31,-7
CCOc1cc(C2C(C#N)=C(N)SC(N)=C2C#N)ccc1OCCN1CCOCC1,0.3,2.6,-3,-6.2,-42,15,1,5,-39
Cn1cnnc1SCc1ccc(C#N)cc1,0.2,-0.5,-11,0.8,-5,0,-10,20,-6
O=c1[nH]c(N/N=C/c2cc3c(cc2[N+](=O)[O-])OCO3)nc2ccccc12,1.4,-0.1,60,-2.3,-5,2,-4,5,-37
CCn1c(SCC(=O)NCc2ccco2)nc2c(c1=O)SC(C)C2 (centres undefined),-0.5,0.4,12,-1.0,-4,-3,-17,23,10
COc1ccc(CCN(C)S(=O)(=O)c2ccc(Cl)nc2)cc1OC,2.0,1.9,34,-0.2,-1,-6,4,4,-4
CC(=C/C(=O)O)/C(=C/c1ccccc1)C(=O)O,0.5,0.6,42,0.3,-8,2,-10,14,-51
COc1ccc(N=C2SC(CC(=O)Nc3ccccc3)C(=O)N2Cc2ccccn2)cc1 (centres undefined),0.5,0.8,6,8.0,-8,2,-6,23,8
COc1ccc(C2NC(=O)C(C#N)=C(S)N2c2cccc(C)c2)cc1OC (centres undefined),0.8,1.2,2,-1.3,-8,2,-4,7,-20
Fc1ccc(CNC(=S)NC2CCCC2)cc1,1.0,0.8,-3,1.8,-12,0,12,41,7
CC1=C(C(=O)Nc2ccccc2)C(c2ccc(N(C)C)cc2)NC(=O)N1 (centres undefined),0.5,-0.1,17,-2.1,-15,9,-4,18,-11
COC(=O)CSc1ncnc2c1cnn2-c1ccc(C)cc1C,-0.3,0.2,-4,-0.1,2,1,-9,16,14
Cc1c(N=CN2CCOCC2)c(=O)n(C)c(=O)n1C,0.2,0.1,3,-1.5,3,-5,-56,12,-15
Cn1cnnc1SCC(=O)c1c(N)n(Cc2ccccc2)c(=O)n(C)c1=O,0.3,-0.6,3,0.9,-6,-1,-3,1,-5
Cc1ccc(OCC(=O)c2ccc(Cl)s2)c([N+](=O)[O-])n1,-0.8,1.0,-50,-0.9,-20,6,-2,7,-6
O=S(=O)(c1ccc(Cl)s1)N1CCN(C/C=C/c2ccccc2)CC1,3.9,0.6,13,1.5,-6,2,-11,-11,-2
O=C(Cn1cnc2scc(-c3ccccc3)c2c1=O)N1CCOCC1,0.4,-0.1,7,-1.8,11,1,-5,24,-22
COC(=O)COc1ccc(S(=O)(=O)N2CCCCC2)cc1[N+](=O)[O-],0.3,-0.4,-9,0.8,-7,2,-10,-2,0
Cn1ccnc1SCC(=O)c1c[nH]c2ccccc12,1.2,0.9,5,-1.3,-6,-1,-15,12,0
